# HTRA1 inh = blocks human HTRA1 serine peptidase | recombinant HTRA1, FP-rhodamine activity-based probe, fluorescence polarization | 340,000 compounds, 0.5% hits | Q92743 | inhibition, % at 5.96 µM | AID 504803; in the data active = inhibition above about 36%;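 also: 0% = enzyme with DMSO and 100% = wells lacking enzyme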
# MBD2 inh = inhibitors of human MBD2 binding to methylated oligonucleotide. Q9UBB5. TR-FRET. 370,000 compounds, 0.31% hits. AID 686964. inhibition, % at 4.4 µM; in the data active = inhibition above about 13%
# SIAE primary = blocks human sialic acid acetylesterase | Q9HAT2 | SIAE FP-Rh probe binding, fluorescence polarization | inhibition, % at 9.66 µM | 370,000 compounds, 0.69% hits | AID 1053197;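 active = inhibition above a cutoff: mean of compounds within the control limits plus 3 SD of those, cut at about 17% in these data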;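 also: 0% = plate median of compound wells and 100% = probe without SIAE protein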
# rCAG RNA binder = binds r(CAG) RNA repeats. inhibition, % at 3 µM. r(CAG) RNA repeat, TO-PRO-1 dye displacement fluorescence. 370,000 compounds, 1.3% hits;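 active = inhibition above the plate cutoff, the mean of all test compounds on that plate plus 3 SD, cut at about 35% in these data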;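 also: 0% = DMSO alone and 100% = 100 µM mitoxantrone as full dye displacement; higher means more dye released from RNA so lower well fluorescence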
# UHRF1 binding = blocks human UHRF1 binding to methylated DNA | inhibition, % at 4.4 µM | 370,000 compounds, 0.75% hits | AID 687016 | Q96T88 | UHRF1 binding to methylated oligo, TR-FRET; in the data active = inhibition above about 21%;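 also: UHRF1 SRA domain binding a hemimethylated CpG hairpin DNA probe; 0% = median of test compound wells and 100% = reference inhibitor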
# GC-A act = GC-A (human) enzyme activation. P16066. HEK293 GC-A cells, cGMP TR-FRET, EC30 ANP; 0% at EC30 ANP, 100% saturating ANP. activation, % at 10 µM. 370,000 compounds, 0.14% hits. AID 1671463; in the data active = activation above about 40%
# ABHD4 inh = ABHD4 (mouse) inhibition, primary FP screen | AID 720543 | purified mABHD4, FP-Rh probe fluorescence polarization | 370,000 compounds, 0.54% hits | inhibition, % at 8.92 µM;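 active = inhibition exceeding the mean over every tested compound plus 3 SD, cut at about 30% in these data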;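 also: 0% = plate median of compound wells and 100% = S159A mutant with DMSO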
#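 Doses – 8.92 µM, single dose · Material – wild-type mouse ABHD4 protein · Replication – single well per compound (singlicate) · Measure – percent inhibition of probe binding, normalized to plate controls · Schedule – 45 min compound pre-incubation plus 60 min probe step, 25 °C · Detection – fluorescence polarization with parallel and perpendicular emission, 525/598 nm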
# PRMT1 FP inh = inhibitors of human PRMT1; Q99873; AID 652257; inhibition, % at 2.79 µM; recombinant PRMT1, activity-based probe fluorescence polarization; 370,000 compounds, 1.3% hits;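 active = inhibition above about 21% made by adding two undisclosed values, limit read from the data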
# GC-B act = GC-B (human) receptor activation; HEK293-GC-B cells, CNP EC30, cGMP TR-FRET; 0% at EC30 CNP, 100% saturating CNP; AID 1920062; 370,000 compounds, 0.11% hits; P20594; activation, % at 10 µM;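 active = activation at 10 µM reaching about 35% in either raw or pattern-adjusted values, limit read from the data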
# Target sequence (P20594 whole entry, looked up): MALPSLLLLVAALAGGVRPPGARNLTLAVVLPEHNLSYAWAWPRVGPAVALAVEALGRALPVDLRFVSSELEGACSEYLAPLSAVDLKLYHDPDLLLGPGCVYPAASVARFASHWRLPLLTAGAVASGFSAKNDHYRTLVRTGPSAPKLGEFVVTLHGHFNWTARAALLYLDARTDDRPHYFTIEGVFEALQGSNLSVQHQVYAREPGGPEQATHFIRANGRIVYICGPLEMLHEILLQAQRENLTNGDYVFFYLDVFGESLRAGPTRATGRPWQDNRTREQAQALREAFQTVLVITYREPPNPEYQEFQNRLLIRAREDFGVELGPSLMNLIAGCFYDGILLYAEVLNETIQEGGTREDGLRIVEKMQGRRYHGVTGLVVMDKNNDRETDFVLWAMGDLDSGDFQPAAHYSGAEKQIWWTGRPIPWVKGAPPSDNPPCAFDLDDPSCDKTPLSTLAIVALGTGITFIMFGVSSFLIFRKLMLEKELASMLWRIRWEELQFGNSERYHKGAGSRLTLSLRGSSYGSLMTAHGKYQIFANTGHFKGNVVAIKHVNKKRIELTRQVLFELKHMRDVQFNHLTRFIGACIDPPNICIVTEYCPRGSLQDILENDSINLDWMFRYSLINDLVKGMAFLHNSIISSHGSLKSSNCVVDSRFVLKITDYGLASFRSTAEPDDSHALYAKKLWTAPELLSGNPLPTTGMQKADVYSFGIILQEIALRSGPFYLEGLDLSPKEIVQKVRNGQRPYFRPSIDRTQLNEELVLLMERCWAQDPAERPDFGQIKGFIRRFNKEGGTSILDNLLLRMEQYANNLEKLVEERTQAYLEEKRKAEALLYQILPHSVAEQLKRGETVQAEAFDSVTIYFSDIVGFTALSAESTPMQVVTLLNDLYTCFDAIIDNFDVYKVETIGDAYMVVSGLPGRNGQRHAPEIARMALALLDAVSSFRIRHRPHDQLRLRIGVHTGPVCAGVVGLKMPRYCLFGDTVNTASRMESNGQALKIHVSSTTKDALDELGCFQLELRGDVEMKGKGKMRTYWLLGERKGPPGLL
# TCR CD3 inh = blocks the human TCR-CD3 interaction; TAMRA-labeled TCR probe fluorescence, biochemical; inhibition, % at 9.4 µM; 360,000 compounds, 0.37% hits; in the data active = inhibition above about 19%;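 also: recombinant mutant TCR 2C K166C tagged with TAMRA read by polarization; 0% = receptor in buffer alone and 100% = receptor with positive control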
# Active calls of the source: *; . = no result given. An excerpt; rates above refer to the full screens.
# A first look:
SMILES,HTRA1 inh,MBD2 inh,SIAE primary,rCAG RNA binder,UHRF1 binding,GC-A act,ABHD4 inh,PRMT1 FP inh,GC-B act,TCR CD3 inh
CCn1c(SCC(=O)N2c3ccccc3CC2C)nnc1-c1ccco1 (stereo unspecified),-7,3,1,-6,2,-6,3,3,-9,2
COC(=O)C1=CN(Cc2ccc(F)cc2)C=C(C(=O)OC)C1c1cc(OC)c(OC)c(OC)c1,-1,0,-6,-7,4,-15,-3,6,-14,-6

# The list itself, repeating the preview:
SMILES,HTRA1 inh,MBD2 inh,SIAE primary,rCAG RNA binder,UHRF1 binding,GC-A act,ABHD4 inh,PRMT1 FP inh,GC-B act,TCR CD3 inh
CCn1c(SCC(=O)N2c3ccccc3CC2C)nnc1-c1ccco1 (stereo unspecified),-7,3,1,-6,2,-6,3,3,-9,2
COC(=O)C1=CN(Cc2ccc(F)cc2)C=C(C(=O)OC)C1c1cc(OC)c(OC)c(OC)c1,-1,0,-6,-7,4,-15,-3,6,-14,-6
C=CCN(C(=O)CSc1nnnn1C)c1nc(-c2ccccc2)cs1,-7,0,3,1,4,7,-3,-2,3,-5
COC(=O)CNC(=O)c1cc(-c2ccncc2)nc2c(C)c(Cl)ccc12,-13,3,-9,4,-7,-7,-14,-5,-3,9
Cc1ccc(NC(=O)CSc2nnc(-c3ccco3)n2N)cc1F,0,1,-6,-1,0,-4,-4,2,-4,8
O=C(CN1CCCC1)N1CCCc2c1c(=O)oc1ccc(OCc3ccccc3)cc21,-1,-1,3,-4,-4,1,4,-1,4,0
COc1ccccc1NC(=O)C1CCCN(S(=O)(=O)c2ccc3c(c2)CC(C)N3C(C)=O)C1 (stereo unspecified),-2,2,0,2,11,-1,13,5,-4,3
O=C(CN1CCN(Cc2ccccc2)CC1)Nc1ccc([N+](=O)[O-])cc1C(=O)Nc1ccccc1F,-29,0,5,-2,-1,-3,3,-2,4,5
CCOCC(=O)Nc1ccc2c(c1)N(S(=O)(=O)c1cccs1)CCC2,-1,-4,6,-2,-1,-1,1,1,-5,6
CCCOC(=O)CC1C(=O)NCCN1C(=O)OC(C)(C)C (stereo unspecified),10,5,-5,-6,2,1,2,4,4,-3
Cc1cc(S(=O)(=O)Nc2ccc(C(=O)NCCCn3ccnc3)cc2)ccc1F,-3,0,-5,-3,5,2,-3,2,1,-5
COc1cc2c(cc1OC)/C(=C/C(=O)OCc1ccccc1)OC2,.,-3,-3,4,3,2,-11,4,-4,-2
Nc1nc(N2CCN(c3ccc(F)cc3)CC2)n[nH]1,-4,1,-1,2,1,-2,0,4,-1,-5
CCOc1ccccc1NC(=O)CSCC(=O)Nc1ccccc1,-10,3,2,-4,4,-4,-6,1,-2,2
C=CCSc1nc(O)c(C2OC(=O)c3c2ccc(OC)c3OC)c(=O)n1-c1ccccc1 (stereo unspecified),-3,1,-2,11,6,2,4,0,9,-7
Cc1c(P(=O)(c2ccccc2)c2ccccc2)c2ccccc2n1C,.,8,13,1,20,-25,4,-5,-16,4
COc1ccc(NS(=O)(=O)c2ccc(N3C(=O)CCC3=O)cc2)cc1,3,-1,5,3,1,2,2,1,10,1
C[C@H]1CN([C@@H](C)CO)C(=O)CCCn2nncc2CO[C@H]1CN(C)C(=O)c1ccccc1,2,-7,1,2,-4,1,3,2,5,12
COCCCNc1nc(N)c([N+](=O)[O-])c(Nc2cc(OC)ccc2OC)n1,.,0,-3,10,-2,2,-3,-1,5,-13
O=C(COC(=O)/C=C/c1cccc(C(F)(F)F)c1)Nc1cccc(S(=O)(=O)NC2=NCCC2)c1,-6,0,3,4,-1,5,-6,0,1,-6
CCC(C)c1ccc(NC(=O)C2=CC=CN3CCS(=O)(=O)N=C23)cc1 (stereo unspecified),6,-4,-2,5,-1,1,2,1,-4,-6
CN(C)N1C(=O)CC(C)(c2ccc([N+](=O)[O-])cc2)C1=O (stereo unspecified),1,-7,0,1,-2,0,4,0,0,-2
CCCCS(=O)CC(O)COc1ccc(C(C)(C)C)cc1 (stereo unspecified),4,0,-13,-9,1,-4,4,-4,-6,6
COc1ccc(OCC(=O)NC(=S)N2CCCc3ccccc32)cc1,14,3,11,-1,0,0,15,6,-3,-2
FC(F)(F)c1cc(-c2cccs2)nc(NCc2ccco2)n1,-18,1,-5,-1,0,7,-8,-1,4,3
# Additional entries follow.
SMILES,HTRA1 inh,MBD2 inh,SIAE primary,rCAG RNA binder,UHRF1 binding,GC-A act,ABHD4 inh,PRMT1 FP inh,GC-B act,TCR CD3 inh
Cn1ccc2c(-c3ccc(F)nc3)cc3c(c21)C1CCC3O1 (stereo unspecified),.,-4,0,1,-4,2,0,-2,7,7
C/C=C\C(=O)Nc1cccc(C2=NOC3(C2)C[C@H](C(N)=O)N(C(=O)/C=C/CC)C3)c1 (stereo partly specified),-5,-1,5,0,0,0,5,0,10,4
COc1ccc(Cl)cc1C(=O)Nc1ccncc1,-9,8,-11,-3,-2,-13,-8,4,-8,-2
CC(=O)NN1C(=O)c2ccccc2NC1c1ccc(N(C)C)cc1 (stereo unspecified),8,2,-6,1,2,-2,-4,-2,-4,-1
CCOc1ccc(N=C2NC(=O)S/C2=C\c2ccc(Cl)cc2)cc1,-4,2,6,0,0,-3,-5,-1,-1,2
CC(C)n1ncc2c(C(=O)NCc3cccnc3)cc(C3CC3)nc21,1,3,-3,-7,0,6,4,-1,7,2
CCOC(=O)c1c(NC(=O)CCl)sc(CN(C)C)c1-c1ccccc1,-3,5,2,-12,1,-41,4,2,4,6
Cc1ccc(C)c(-n2nnnc2SCC(=O)c2ccc3c(c2)NC(=O)CO3)c1,-25,4,-22,10,0,-1,-7,0,5,8
CN=C(NC#N)NCCSCc1nc[nH]c1C,-3,3,-2,-1,2,4,-9,7,4,-2
CCNc1nc(CN2CCCCC2)nc2scc(-c3ccccc3)c12,-12,-2,8,-2,-1,0,-1,-1,-4,9
CCOP(=O)(c1ccccc1Cl)C1(O)CCCCC1 (stereo unspecified),10,-2,-1,0,1,-3,1,-1,4,4
O=S(=O)(c1ccc(Br)s1)N1CCCCC1,-5,-1,11,-4,1,1,3,0,1,-6
CCOc1ccc(CN2CCC(n3nccc3NC(=O)c3ccccc3OC)CC2)cc1,-3,-2,0,-10,-1,-2,-1,-7,10,-3
C=CCN1C(=O)C(Cc2ccccc2)SC1=Nc1ccc(C(=O)O)cc1 (stereo unspecified),1,-2,3,3,-3,-1,4,0,1,3
COc1ccc(Cl)cc1N(CC(=O)Nc1ccccc1C(=O)NCc1ccco1)S(C)(=O)=O,-11,1,3,0,3,-9,-10,1,-1,-6
O=C(CSc1n[nH]c(-c2cc(Cl)ccc2Cl)n1)NCCN1C(=O)CSC1=O,1,-3,-1,2,-2,-1,-3,-1,1,5
CCCCn1c(N)c(N(CCOC)C(=O)C(C)N2C(=O)c3ccccc3C2=O)c(=O)[nH]c1=O (stereo unspecified),-2,-2,-7,1,0,3,-1,-2,2,3
COc1cccc(CC(=O)OCC(=O)NC2CCCCCC2)c1,-3,7,0,-7,7,2,-1,1,-1,-8
CC1(C)CC(=O)C(C=NCc2cccnc2)=C(O)C1,-2,0,3,-2,-2,1,-2,-2,7,3
COc1ccc(NC(=O)NCc2ccco2)cc1OC,-3,0,2,-1,20,4,2,-3,3,-2
COC(=O)c1cc2c([nH]c1=O)CCCC2=O,5,-3,-2,3,3,1,6,-2,-1,5
CCNC(=S)Nc1ccc(C)c(S(=O)(=O)Nc2ccccc2OC)c1,-7,2,-4,2,9,-2,1,-5,-2,-3
c1ccc(-c2onc(-c3ccco3)c2-c2ccc3[nH]ccc3c2)cc1,-72,2,-14,13,2,4,-27,7,-3,1
COc1nc(OC)nc(N2CCC(C(=O)NCc3cccs3)CC2)n1,0,-4,12,-3,-1,-2,3,-1,5,6
CCN(C(=O)COC(=O)/C=C/c1ccccc1)C1CCCCC1,0,-4,1,-4,14,6,2,0,0,-2
# (continued)
SMILES,HTRA1 inh,MBD2 inh,SIAE primary,rCAG RNA binder,UHRF1 binding,GC-A act,ABHD4 inh,PRMT1 FP inh,GC-B act,TCR CD3 inh
COc1ccc(N2CCN(C(=O)CCc3ccc(S(=O)(=O)NCC(C)C)cc3)CC2)cc1,1,-2,4,-6,4,0,-8,3,0,-2
N#C/C(=C\c1ccc[nH]1)C(=O)Nc1ccccc1[N+](=O)[O-],1,-2,-3,16,0,-5,20,4,-9,8
O=C(NCc1ccc2c(c1)OCO2)c1cc(S(=O)(=O)N2CCCCC2)ccc1F,-3,-4,1,-2,-2,0,-7,-2,0,5
Oc1c(CN2CCN(c3ccc(F)cc3)CC2)cc(Cl)c2cccnc12,50*,3,6,4,-9,1,16,-2,5,-6
COc1ccccc1NC(=O)c1ccccc1SCC(=O)N1CCCC1,5,-2,3,0,0,-2,-3,1,2,-6
O=C(COC(=O)c1cnccn1)Nc1ccc(Cl)cn1,0,-1,4,4,-2,3,5,-2,2,8
Cc1ccc(NC(=O)C2CC2c2ccccc2)cc1 (stereo unspecified),-7,-1,0,-3,0,-3,-1,-8,-2,-3

# Rewritten with values under each structure: 14 of the compounds above.
# Below each compound: HTRA1 inh | MBD2 inh | SIAE primary | rCAG RNA binder | UHRF1 binding | GC-A act | ABHD4 inh | PRMT1 FP inh | GC-B act | TCR CD3 inh
- CC1(C)CC(=O)C(C=NCc2cccnc2)=C(O)C1
    -2 | 0 | 3 | -2 | -2 | 1 | -2 | -2 | 7 | 3
- COc1ccc(NC(=O)NCc2ccco2)cc1OC
    -3 | 0 | 2 | -1 | 20 | 4 | 2 | -3 | 3 | -2
- COC(=O)c1cc2c([nH]c1=O)CCCC2=O
    5 | -3 | -2 | 3 | 3 | 1 | 6 | -2 | -1 | 5
- CCNC(=S)Nc1ccc(C)c(S(=O)(=O)Nc2ccccc2OC)c1
    -7 | 2 | -4 | 2 | 9 | -2 | 1 | -5 | -2 | -3
- c1ccc(-c2onc(-c3ccco3)c2-c2ccc3[nH]ccc3c2)cc1
    -72 | 2 | -14 | 13 | 2 | 4 | -27 | 7 | -3 | 1
- COc1nc(OC)nc(N2CCC(C(=O)NCc3cccs3)CC2)n1
    0 | -4 | 12 | -3 | -1 | -2 | 3 | -1 | 5 | 6
- CCN(C(=O)COC(=O)/C=C/c1ccccc1)C1CCCCC1
    0 | -4 | 1 | -4 | 14 | 6 | 2 | 0 | 0 | -2
- COc1ccc(N2CCN(C(=O)CCc3ccc(S(=O)(=O)NCC(C)C)cc3)CC2)cc1
    1 | -2 | 4 | -6 | 4 | 0 | -8 | 3 | 0 | -2
- N#C/C(=C\c1ccc[nH]1)C(=O)Nc1ccccc1[N+](=O)[O-]
    1 | -2 | -3 | 16 | 0 | -5 | 20 | 4 | -9 | 8
- O=C(NCc1ccc2c(c1)OCO2)c1cc(S(=O)(=O)N2CCCCC2)ccc1F
    -3 | -4 | 1 | -2 | -2 | 0 | -7 | -2 | 0 | 5
- Oc1c(CN2CCN(c3ccc(F)cc3)CC2)cc(Cl)c2cccnc12
    50* | 3 | 6 | 4 | -9 | 1 | 16 | -2 | 5 | -6
- COc1ccccc1NC(=O)c1ccccc1SCC(=O)N1CCCC1
    5 | -2 | 3 | 0 | 0 | -2 | -3 | 1 | 2 | -6
- O=C(COC(=O)c1cnccn1)Nc1ccc(Cl)cn1
    0 | -1 | 4 | 4 | -2 | 3 | 5 | -2 | 2 | 8
- Cc1ccc(NC(=O)C2CC2c2ccccc2)cc1 (stereo unspecified)
    -7 | -1 | 0 | -3 | 0 | -3 | -1 | -8 | -2 | -3
